Screening data from PubChem.
RAD54 branch – RAD54 (human) branch migration inhibition; RAD54 Holliday junction branch migration, FAM/BHQ fluorescence; actives 0.14% (n = 360,000); inhibition, % at 10.4 µM; AID 602329;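 active = mean normalized replicate activity at least 40 and at least half of replicates scoring 40 or more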;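 also: 0% = median of neutral control wells and 100% = median of positive control wells; inhibitors cause a drop in the FAM fluorescence signal; in these data hits start at about 50%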
RAD52 inh – blocks human RAD52 DNA annealing. recombinant RAD52 DNA annealing, FRET fluorescence. inhibition, % at 18.7 µM. actives 0.46% (n = 360,000). P43351;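 active = every replicate showing at least 50% inhibition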
Target sequence (P43351 whole entry, looked up): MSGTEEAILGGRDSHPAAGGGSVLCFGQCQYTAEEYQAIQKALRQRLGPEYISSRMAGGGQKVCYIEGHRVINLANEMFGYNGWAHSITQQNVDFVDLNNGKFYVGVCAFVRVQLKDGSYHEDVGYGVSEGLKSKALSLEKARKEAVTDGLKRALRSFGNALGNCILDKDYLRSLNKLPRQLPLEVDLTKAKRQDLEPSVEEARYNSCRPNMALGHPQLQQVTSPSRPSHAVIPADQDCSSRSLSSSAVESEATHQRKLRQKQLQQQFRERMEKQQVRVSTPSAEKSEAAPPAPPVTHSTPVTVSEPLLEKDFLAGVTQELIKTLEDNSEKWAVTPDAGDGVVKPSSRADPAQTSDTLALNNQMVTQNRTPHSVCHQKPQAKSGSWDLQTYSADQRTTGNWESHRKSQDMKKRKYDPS
CASP6 VEID inh – inhibitors of human caspase-6 | P55212 | purified caspase-6, Z-VEID-R110 cleavage fluorescence | inhibition, % at 12.5 µM | actives 0.53% (n = 350,000) | AID 686996;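 active = mean inhibition across replicates at least about 35%, with every replicate also reaching that limit, limit read from the data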;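 also: 0% = median of neutral control wells and 100% = no fluorescence left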
E-sel inducer – E-selectin induction on HUVECs; HUVEC E-selectin immunofluorescence imaging; normalized: neutral wells 0, TNF-alpha wells 100; activation, % at 7.58 µM; actives 0.37% (n = 260,000); AID 686992;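 active = mean E-selectin-positive cell signal at least 10% of the positive control, reached in at least 60% of replicates, without over 20% cell loss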;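 also: in these data hits start at about 27%; measured in HUVEC primary endothelial cells; signal is the percent of cells scored E-selectin positive by PE staining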
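System: HUVEC, human umbilical vein endothelial cells; quantity: 3,000 cells/well; buffer or medium: EGM-2 medium, gelatin-coated wells; dosing: single-point compound dose; detection: immunofluorescence imaging; evaluation: % PE-positive cells; benchmarks: TNF-alpha, DMSO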
ARNT TACC3 PPI – disrupts binding between human ARNT and TACC3; Q9Y6A5; AlphaScreen His-ARNT PAS-B/GST-TACC3 binding, luminescence; TACC3 fragment carries E629A point mutation; inhibition, % at 9.99 µM; actives 0.66% (n = 390,000); AID 623870;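 active = mean inhibition of replicates at least 50% and at least half of replicates each reaching 50%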;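 also: 0% = complete ARNT plus TACC3 wells and 100% = ARNT alone without TACC3; many hits fall short of the cut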
PglD DTNB – blocks C. jejuni PglD acetyltransferase activity; actives 0.098% (n = 360,000); inhibition, % at 12.5 µM; AID 602405; purified PglD enzyme, DTNB colorimetric CoA detection; in the data active = inhibition above about 16%, passing the limit was not always enough; also: strong numbers were not always called active
ERp5 inh – blocks human ERp5 reductase activity on insulin; ERp5 insulin aggregation, absorbance 650 nm, 90 min; inhibition, % at 9.99 µM; actives 0.05% (n = 350,000);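 active = mean replicate inhibition above about 25%, with every replicate also reaching it, limit read from the data, passing the limit was not always enough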
Target sequence (Q15084 whole entry, looked up): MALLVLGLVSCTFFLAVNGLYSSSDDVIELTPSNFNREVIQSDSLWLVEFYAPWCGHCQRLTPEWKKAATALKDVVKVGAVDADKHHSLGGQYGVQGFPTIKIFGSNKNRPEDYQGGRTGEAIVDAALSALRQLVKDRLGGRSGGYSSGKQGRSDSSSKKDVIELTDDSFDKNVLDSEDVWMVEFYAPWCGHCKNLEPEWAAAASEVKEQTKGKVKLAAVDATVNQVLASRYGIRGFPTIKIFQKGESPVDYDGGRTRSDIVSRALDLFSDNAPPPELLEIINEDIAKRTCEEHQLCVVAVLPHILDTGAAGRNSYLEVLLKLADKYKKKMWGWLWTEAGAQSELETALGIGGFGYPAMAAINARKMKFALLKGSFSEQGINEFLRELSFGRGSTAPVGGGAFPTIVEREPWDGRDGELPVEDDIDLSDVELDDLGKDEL
esBAF inh – inhibitors of esBAF chromatin remodeling in mouse ES cells | Bmi1-luciferase knock-in reporter, 24 h; 100% = twice the neutral-well signal | AID 602393 | actives 2% (n = 350,000) | reporter increase, % at 12.5 µM; in the data active = activation above about 40%;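 also: 0% = median of the plate's neutral control wells and 100% = double that signal; a rise in the Bmi1 reporter signal indicates esBAF inhibition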
Active calls of the source: *; . = no result given.

no.	smiles	RAD54 branch	RAD52 inh	CASP6 VEID inh	E-sel inducer
1	CC(=O)c1ccc(NC(=O)Nc2cccnc2)cc1	7	-8	1	.
2	O=S(=O)(NCc1cccnc1)c1ccc(Br)c2ccccc12	-13	-11	1	0.1
3	CCCNC(=O)N1C[C@H](O)COC[C@H]2O[C@@H](CC(=O)O)CC[C@@H]21	3	-15	1	0.0
4	Nc1ccn([C@@H]2O[C@H](C(=O)N3CCCN(Cc4ccccc4F)CC3)[C@@H](O)[C@H]2O)c(=O)n1	.	-10	0	3.0
5	O=C(c1cnccn1)N1CC(=O)N2[C@H](CO)[C@H](c3ccc(-c4ccc(F)cc4)cc3)[C@@H]2C1	.	-4	1	0.4
6	COc1ccc(-c2cc(-c3ccc(O)cc3)nc(N)c2C#N)cc1	-2	-17	-4	0.7
7	COc1ccccc1N1C(=NC(=O)C2CCCCC2)SC2CS(=O)(=O)CC21 (stereo unspecified)	-6	-6	2	-0.1
8	C=CCC(CC(O)COCCC)C(=O)NNC(=S)Nc1ccccc1 (stereo unspecified)	.	-6	-1	-0.1
9	CC(C)COC(=O)n1c(SCC(=O)N(C)C)nc2ccccc21	5	.	.	.
10	Cc1nn2c(N3CCN(c4ccccn4)CC3)cc(C(C)C)nc2c1-c1ccccc1	2	.	.	.
11	O=[N+]([O-])c1ccc(OCC(O)CNCCNc2nccc(C(F)(F)F)n2)cc1 (stereo unspecified)	-54	-11	-1	3.8
12	O=C(NN=C1CCCCCC1)NC1CCCCC1	-6	.	.	-0.2

no.	ARNT TACC3 PPI	PglD DTNB	ERp5 inh	esBAF inh
1	-8	0	5	16
2	-6	5	-1	-3
3	-9	0	5	0
4	.	.	-1	.
5	.	.	-3	.
6	-6	5	-1	2
7	2	-4	3	9
8	16	.	4	.
9	-1	5	.	-34
10	-15	6	.	0
11	-8	-6	-7	1
12	4	2	.	4

The results go on.
no.	smiles	RAD54 branch	RAD52 inh	CASP6 VEID inh	E-sel inducer
13	O=C(C1=C(O)C(=O)N(c2ncccn2)C1c1ccc(F)cc1)c1ccco1 (stereo unspecified)	-4	-6	1	0.0
14	CC(C)CCc1noc(CN2CCN(c3ccc(Cl)cn3)CC2)n1	7	-9	-1	.
15	COc1ccc2nc(SCC(=O)NC3CCCCC3)[nH]c2c1	7	-8	-1	-0.2
16	CCCC#Cc1cnc2c(c1)C(=O)N([C@@H](C)CO)C[C@H](C)[C@H](CN(C)C(=O)Nc1ccc(OC)cc1)O2	10	3	2	-1.1
17	O=C(CCc1nc(-c2ccccc2)no1)NCC1CCCO1 (stereo unspecified)	-16	.	.	.
18	OCCC1CN(CC2CCCCC2)CCN1C1CCCC1 (stereo unspecified)	1	3	1	0.0
19	CN(C)CCCNS(=O)(=O)c1ccc(Oc2ncc(C(F)(F)F)cc2Cl)cc1	8	.	.	.
20	N#C[C@@H]1N[C@@H](CO)[C@H]1c1ccc(C#CC2CCCCC2)cc1	-1	-9	0	0.1
21	CN(C)[C@@H](CO)c1nnc([C@H](CCC(=O)O)NC(=O)C2CCNCC2)o1	-3	-15	-9	0.7
22	COc1ccc(NC(=O)Nc2ccc(N3CCOCC3)c3nonc23)c(OC)c1	.	-35	-3	.
23	O=C(N[C@H]1CC[C@@H](CCn2cc(Cc3ccccc3)nn2)O[C@@H]1CO)c1cnccn1	1	-10	0	-0.4
24	Cc1ccc(-n2c(C)cc(C=C(C#N)C#N)c2C)cc1	0	.	.	.

no.	ARNT TACC3 PPI	PglD DTNB	ERp5 inh	esBAF inh
13	-3	-4	3	.
14	-5	5	1	8
15	4	-1	2	2
16	-1	-2	1	1
17	1	-7	.	8
18	0	-2	0	-4
19	-24	5	.	6
20	-4	1	0	-1
21	-9	-8	-1	-3
22	2	.	-2	.
23	.	-1	2	-8
24	1	-1	.	11

Other results
no.	smiles	RAD54 branch	RAD52 inh	CASP6 VEID inh	E-sel inducer
25	CSCCC(NC(=O)c1ccccc1Br)C(=O)NCC(c1ccco1)N1CCCCC1 (stereo unspecified)	.	-14	-3	0.0
26	O=C(Nc1cccc([N+](=O)[O-])c1)Nc1ccc2c(c1)CCC2	2	-7	0	.
27	COc1ccc(NC(=O)Nc2ccc3c(c2)CC(=O)N([C@H](C)CO)C[C@@H](C)[C@@H](CN(C)S(=O)(=O)c2c(C)noc2C)O3)cc1	-3	10	-1	.
28	CC(C)(C)c1cc(NC(=O)COC(=O)c2nccnc2N)n(-c2ccccc2)n1	-6	-11	0	0.0
29	O=C(Nc1ccc(Cl)cc1)Nc1csc([N+](=O)[O-])c1	-1	-7	-2	-6.5
30	O=C(CCN1C(=O)C2C3C=CC(C3)C2C1=O)NCCc1ccccc1 (stereo unspecified)	4	.	.	.
31	CC(CC(=O)N(C)c1c(N)n(Cc2ccccc2)c(=O)[nH]c1=O)c1ccccc1 (stereo unspecified)	7	-2	2	.
32	CC1(OCON)CCCc2ccccc21 (stereo unspecified)	-1	-7	.	-0.1
33	CN(C(=O)c1ccc(NC(=O)Cc2cccc(NC(=O)C3CCCN(C(=O)CCc4ccccc4)C3)c2)cc1)C1CC1 (stereo unspecified)	-3	-18	2	-0.1
34	CCNC(=O)C[C@@H]1CC[C@H]2[C@H](COc3ccc(NC(=O)c4cccs4)cc3C(=O)N2C)O1	-31	2	-1	0.0
35	Cc1cc(C)c(NC(=O)Cn2nnc(C(=O)NCc3ccc4c(c3)OCO4)c2N)c(C)c1	1	.	.	.
36	O=C(COC(=O)CCN1C(=O)c2cccc([N+](=O)[O-])c2C1=O)NCc1ccccc1	.	-9	6	3.0

no.	ARNT TACC3 PPI	PglD DTNB	ERp5 inh	esBAF inh
25	3	.	-4	3
26	-8	-3	-5	40
27	7	1	-7	-3
28	-2	-2	11	-1
29	.	0	4	.
30	0	5	.	8
31	-10	-3	8	5
32	-3	1	-3	-1
33	-5	-3	-3	1
34	-5	5	5	3
35	-3	0	.	-6
36	-4	.	-33	.

More entries
no.	smiles	RAD54 branch	RAD52 inh	CASP6 VEID inh	E-sel inducer
37	Cc1ccc(-c2c(C)sc3nc(CN4CCN(CC(=O)NC5CC5)CC4)[nH]c(=O)c23)cc1	-14	-118	-1	.
38	Clc1cccc(N2CCN(CCCN3CCN(c4ccccc4)CC3)CC2)c1	10	6	-2	0.4
39	C[C@H](CO)N1C[C@H](C)[C@H](CN(C)Cc2cccc(F)c2)Oc2cc(-c3cccc(C#N)c3)ccc2S1(=O)=O	1	9	-5	-0.1
40	CCOC(=O)c1[nH]c2c(c1-c1ccccc1)C(=O)CC(c1ccc(OC)c(OC)c1)C2 (stereo unspecified)	8	-22	-1	.
41	CC1=NN(C(=O)CCc2ccccc2)C(c2ccccc2)C1 (stereo unspecified)	.	-4	-1	-2.3
42	C[C@@H]1CN([C@H](C)CO)S(=O)(=O)c2ccc(-c3ccncc3)cc2O[C@H]1CN(C)C(=O)C1CC1	-1	2	1	-0.3
43	O=C(NC1CCCCCC1)C(=S)NCc1ccccc1	.	3	-3	-0.1
44	C[C@H]1CN([C@@H](C)CO)C(=O)CCCn2cc(nn2)CO[C@H]1CN(C)Cc1cccc(O)c1	11	1	0	-0.1
45	O=C(NCCCCl)C1CC(=O)N(CCc2ccc(F)cc2)C1 (stereo unspecified)	0	3	-6	.
46	Cc1ccc(C(=O)CCC(=O)Nc2ccccc2C)c(C)c1	4	-27	1	4.0
47	CC(=O)Nc1ccc(C2=NOC(C)(C)C(=O)N2Cc2cccc(C#N)c2)cc1	4	3	1	.
48	CC(CNC(=O)C1CCCCC1)NC(=O)C1CCCCC1 (stereo unspecified)	.	-4	1	.

no.	ARNT TACC3 PPI	PglD DTNB	ERp5 inh	esBAF inh
37	5	-2	7	6
38	1	5	2	-3
39	-6	-1	-1	2
40	.	1	0	2
41	15	.	-5	.
42	-3	-2	-1	-3
43	-37	.	2	.
44	-8	2	18	0
45	-4	-3	-2	0
46	-3	-1	2	8
47	.	-6	0	8
48	1	.	2	3

Single records, from the list above. Values in the order: RAD54 branch | RAD52 inh | CASP6 VEID inh | E-sel inducer | ARNT TACC3 PPI | PglD DTNB | ERp5 inh | esBAF inh
`O=C(NCCCCl)C1CC(=O)N(CCc2ccc(F)cc2)C1` (stereo unspecified) is listed with 0 | 3 | -6 | . | -4 | -3 | -2 | 0
`CC1=NN(C(=O)CCc2ccccc2)C(c2ccccc2)C1` (stereo unspecified) is listed with . | -4 | -1 | -2.3 | 15 | . | -5 | .
`CCOC(=O)c1[nH]c2c(c1-c1ccccc1)C(=O)CC(c1ccc(OC)c(OC)c1)C2` (stereo unspecified) is listed with 8 | -22 | -1 | . | . | 1 | 0 | 2
`C[C@@H]1CN([C@H](C)CO)S(=O)(=O)c2ccc(-c3ccncc3)cc2O[C@H]1CN(C)C(=O)C1CC1` is listed with -1 | 2 | 1 | -0.3 | -3 | -2 | -1 | -3
`Cc1ccc(C(=O)CCC(=O)Nc2ccccc2C)c(C)c1` is listed with 4 | -27 | 1 | 4.0 | -3 | -1 | 2 | 8

Going on with the list.
no.	smiles	RAD54 branch	RAD52 inh	CASP6 VEID inh	E-sel inducer
49	CN(C)CC(=O)Nc1ccc2c(c1)[C@H]1C[C@@H](CC(=O)NCc3ccccc3)O[C@H](CO)[C@H]1O2	5	-7	-1	-0.7
50	COc1ccc(NC(=O)c2ccc([N+](=O)[O-])s2)c([N+](=O)[O-])c1	3	-17	-4	.
51	O=C1C2C3C=CC(CC3)C2C(=O)N1c1ccc([N+](=O)[O-])cc1 (stereo unspecified)	-5	-21	-1	.
52	CCOCCCNC(=O)C(c1ccc(C)cc1)N(Cc1ccc2c(c1)OCO2)C(=O)c1ccccn1 (stereo unspecified)	-4	-14	-1	.

no.	ARNT TACC3 PPI	PglD DTNB	ERp5 inh	esBAF inh
49	-5	-3	0	-2
50	3	8	1	6
51	0	-4	-1	-1
52	-1	4	2	-9
